IMP-1 inhibitor – IMP-1 metallo-beta-lactamase inhibitors, primary screen, biochemical, epi-absorbance readout, Pseudomonas aeruginosa enzyme; inhibition, % at 5.6 µM; purified IMP-1, nitrocefin hydrolysis, epi-absorbance fluorescence; 290,000 tested, 0.45% active; metallo-beta-lactamase IMP-1 (Pseudomonas aeruginosa);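 active means inhibition above the mean plus 3 SD of all compounds in the same screening run, cut at about 4.5% in these data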;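 further: 0% = IMP-1 with DMSO and 100% = DMSO wells lacking enzyme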
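System: Purified recombinant IMP-1 metallo-beta-lactamase enzyme | Measured by: Fluorescence quenching readout, ex 480/em 530 nm | Replication: Singlicate | Incubation: 15 min preincubation plus 25 min reaction at 25 °C | Evaluation: Percent inhibition from optical density relative to buffer-blank wells | Benchmarks: DMSO with and without IMP-1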
VIM-2 inhibitor – VIM-2 metallo-beta-lactamase inhibitors, primary screen, biochemical, epi-absorbance readout, Pseudomonas aeruginosa enzyme; purified VIM-2, nitrocefin hydrolysis, epi-absorbance fluorescence; inhibition, % at 5.6 µM; 290,000 tested, 0.89% active; AID 1527, 2009;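 active means inhibition above the mean of all tested compounds plus 3 SD, cutoff set per screening run, cut at about 7.5% in these data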;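 further: red hydrolysis product quenches plate fluorescence so inhibitors raise well fluorescence; 0% = enzyme with DMSO and 100% = DMSO without enzyme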
pCIP destab – p/CIP-EGFP fusion destabilizers, primary screen, fluorescence, F442A cells | decrease of EGFP signal, % at 10 µM | AID 1984, 2009 | 290,000 tested, 0.01% active | Q05BA5 | 16 h;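 active means EGFP signal decrease of at least 30% at 10 µM or well 3 SD below plate mean, unless failing retest; inactive means the rest, including hits failing retest or dose response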; further: some compounds called inactive have numbers as strong as hits; many of its hits are not listed in these tables
M18AAP inhibitor – PfM18AAP inhibitors, malaria aminopeptidase, primary screen, biochemical, QFRET, recombinant enzyme. M18 aspartyl aminopeptidase (Plasmodium falciparum 3D7). H-Glu-NHMec fluorogenic cleavage. inhibition, % at 7.35 µM. 290,000 tested, 1.2% active. AID 1822, 2009;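 active means inhibition above the campaign mean inhibition over all tested compounds plus 3 SD, cut at about 28% in these data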;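 further: 0% = plate median of test compound wells and 100% = 2 mM ZnCl2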
IDE cell activ – human IDE activators in live cells, primary screen, fluorescence polarization, HEK cells, FAbeta-B substrate; 340,000 tested, 0.073% active; activation, % at 5.96 µM; FAbeta-B cleavage; 0% vehicle, 100% cell-free pure enzyme wells; Insulin-degrading enzyme (Homo sapiens), P14735;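 active means activation above the mean of all tested compounds plus 3 SD, set per screening campaign, cut at about 17% in these data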
IDE cell inh – human IDE inhibitors in live cells, primary screen, fluorescence polarization, HEK cells, FAbetaB substrate. Insulin-degrading enzyme (Homo sapiens), P14735. FAbetaB cleavage. inhibition, % at 5.59 µM. 320,000 tested, 0.41% active. AID 434962, 2010;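 active means percent inhibition above the average of all tested compounds plus 3 SD, set per screening campaign, cut at about 16% in these data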;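 further: IDE supplied by intact live HEK cells; FP after avidin binding of uncleaved biotin substrate so inhibition keeps polarization high; 0% = DMSO wells and 100% = 60 µM reference IDE inhibitor Ii1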
NALP1 yeast inh – NALP1 inflammasome inhibitors in reconstituted yeast, colorimetric, S. cerevisiae, triplicate retest; AID 2071, 2009; 280,000 tested, 0.61% active; S. cerevisiae NALP1/ASC/caspase-1 growth, X-gal OD620, 72 h; inhibition, % at 10 µM; in the data active means inhibition mostly above about 24%, no sharp cut-off; inactive means mostly below about 32%; further: some compounds called inactive have numbers as strong as hits
GPR7 antag – GPR7 receptor antagonists, primary screen, cell-based, fluorescence, single concentration | GPR7-expressing cells, fluorescence antagonist assay | 290,000 tested, 1.1% active | inhibition, % at 4.4 µM | Neuropeptides B/W receptor type 1 (Homo sapiens), P48145; in the data active means inhibition above about 16%, passing the limit was not always enough;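 further: cells stimulated with the agonist NPW; 0% = agonist with vehicle and 100% = vehicle without agonist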
Target sequence (P48145 whole entry, looked up): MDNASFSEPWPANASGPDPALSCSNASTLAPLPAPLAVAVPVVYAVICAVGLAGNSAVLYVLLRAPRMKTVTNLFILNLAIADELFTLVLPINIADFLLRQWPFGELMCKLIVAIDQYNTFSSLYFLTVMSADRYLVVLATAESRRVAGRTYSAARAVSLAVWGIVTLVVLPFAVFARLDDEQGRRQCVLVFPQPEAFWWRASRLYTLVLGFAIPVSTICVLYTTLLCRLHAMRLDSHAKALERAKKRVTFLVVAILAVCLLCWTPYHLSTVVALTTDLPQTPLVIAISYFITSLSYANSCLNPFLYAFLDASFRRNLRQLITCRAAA
PHOSPHO1 block – PubChem AID 1565. 290,000 tested, 1.1% active. recombinant PHOSPHO1, absorbance phosphatase assay. inhibition, % at 13.3 µM. Phosphoethanolamine/phosphocholine phosphatase (Homo sapiens), Q8TCT1; in the data active means inhibition above about 60%
Target sequence (Q8TCT1 whole entry, looked up): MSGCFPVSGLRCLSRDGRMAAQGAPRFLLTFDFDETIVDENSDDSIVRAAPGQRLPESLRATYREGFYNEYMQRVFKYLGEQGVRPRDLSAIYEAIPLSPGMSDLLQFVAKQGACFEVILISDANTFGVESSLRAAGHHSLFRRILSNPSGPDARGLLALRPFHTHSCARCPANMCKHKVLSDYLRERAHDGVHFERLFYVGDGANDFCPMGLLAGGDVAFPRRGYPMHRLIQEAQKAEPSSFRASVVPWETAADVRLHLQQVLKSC
* marks the source's active call; other numbers are inactive results; · = no result given.

SMILES	IMP-1 inhibitor	VIM-2 inhibitor	pCIP destab	M18AAP inhibitor	IDE cell activ	IDE cell inh	NALP1 yeast inh	GPR7 antag	PHOSPHO1 block
Cc1cccc(CCNC(=O)C2CCN(S(=O)(=O)c3c(C)noc3C)CC2)c1	-3.7	-4.7	-8	-3	7	1	4	-3	-3
Cc1cccc(/C(N)=N/OC(=O)N2c3ccccc3Sc3ccccc32)c1	-1.7	-3.0	-9	-5	1	11	-11	-20	23
CCCc1ccccc1OCCNS(=O)(=O)c1cc2c(cc1C)OCC(=O)N2	-6.0	-2.0	-12	8	-1	0	-2	-19	22
O=[N+]([O-])c1ccc(Cl)c(/C=N/N2CCN(c3ccccc3)CC2)c1	-1.6	-0.7	-5	1	5	1	-3	-8	17
Cc1cc(C(F)F)n2ncc(C(=O)NCc3ccccc3F)c2n1	-3.2	-5.8	-8	5	1	-9	28	-9	16
COc1ccccc1NC(=O)Oc1cccc(OC(=O)c2ccccc2)c1	-1.3	-0.2	3	5	0	-3	12	21	30
Cn1c(=O)c2c(SCc3ccccn3)nc(-c3ccccc3)nc2n(C)c1=O	-4.2	-5.2	·	-5	·	·	·	-5	·
Cc1ccccc1CSc1nn2c(=O)c(C)nnc2s1	-1.6	-2.3	7	-1	-2	2	-20	0	-5
CCC(C)(C)NC(=O)CN(C(=O)CCC(=O)Nc1cc(C)ccn1)c1ccc2c(c1)OCO2	-0.7	0.2	-17	8	3	4	7	-7	2
Cc1ccc(/C=N/NC(=O)c2nnn(-c3nonc3N)c2CN(C)c2ccccc2)s1	-2.2	-1.3	-2	-2	1	-3	7	-2	29
COCCNC(=O)C(c1ccc(O)cc1)N(C(=O)CCC(=O)Nc1nccs1)c1cccc(C)c1 (stereo unspecified)	-1.4	-0.4	-4	0	1	3	-12	-4	34
CC(=O)N(Cc1ccc2c(c1)OCO2)C1CC(=O)N(CCc2ccccc2)C1=O (stereo unspecified)	0.2	0.5	-11	1	2	7	2	4	-28
Cc1nc2cc(Cl)c(Cl)cc2n1CCCO	-3.2	-3.0	0	3	·	3	1	-11	-1
COc1cc(/C=N/Nc2nn3cnnc3c3ccccc23)cc(OC)c1OC	-4.7	25*	-8	44*	3	0	-36	6	11
CCc1ccc(-c2ccc(C(=O)O)cc2)nc1	-1.0	-1.7	-12	0	0	2	11	2	4
COCC(C)NC(=O)c1cc(-c2ccc(OC)c(OC)c2)on1 (stereo unspecified)	-0.3	-1.1	-12	4	3	5	30	10	22
CCC(C)(C)C1CCC2(CC1)NC(=O)N(CC(=O)N1CCN(S(=O)(=O)c3cc(C)ccc3C)CC1)C2=O (stereo unspecified)	-2.0	-1.9	7	4	2	1	14	-4	·
COc1cc(O)c(C(CC(=O)N2CCOCC2)c2ccc(N(C)C)cc2)c(OC)c1 (stereo unspecified)	·	·	-4	·	-1	-1	10	·	31
Cc1ccc(-c2ccc(/C=N/N=C3/NC(=O)C(CC(=O)O)S3)o2)c([N+](=O)[O-])c1 (stereo unspecified)	-4.5	-4.1	-11	24	0	-2	4	1	-15
COC(=O)c1sccc1NC(=O)NC1CCCCC1	0.2	0.2	-1	-7	4	3	1	-8	-26
O=C(NNc1nc(Nc2ccccc2)nc(N2CCOCC2)n1)Nc1ccc(Cl)cc1	-3.6	-4.4	-3	16	5	0	2	-10	12
Cc1cccc(NC(=O)c2ccc3nsnc3c2)c1C	-2.9	-1.1	-12	8	4	-3	-2	4	12
N#CCCn1cc(CNC2CCC(O)CC2)c2ccccc21 (stereo unspecified)	-0.5	-0.3	-19	-5	0	-1	30	10	40
COc1ccc(C(=O)NCCCN(C)CCCNC(=O)c2ccc(OC)cc2)cc1	0.0	0.1	-5	-8	6	-5	15	-20	20
CSC1=NC(NCCCO)c2c(sc3c2CC(C)(C)OC3)N1 (stereo unspecified)	-5.1	0.3	7	8	-4	7	12	-14	-6
Cc1nnc(NC(=O)c2ccncc2)s1	-4.9	-0.3	7	2	-2	-2	2	-8	11
O=[N+]([O-])c1cccc(-c2n[nH]c(=S)n2-c2ccccc2)c1	-2.9	-0.5	-13	12	·	0	·	-14	-131
CN1CCN(c2ccc(Nc3ccnc4cc(Cl)ccc34)cc2)CC1	1.6	87*	-4	2	-18	11	·	-2	·
CCOc1ccccc1-n1c(N)c(C(N)=O)sc1=S	-2.2	-2.8	3	2	-6	-3	17	-3	32
COc1cc2c(cc1OC)C1C(C(=O)Nc3ccccc3N3CCN(C)CC3)c3ccccc3C(=O)N1CC2 (stereo unspecified)	-4.9	-1.8	-3	-2	-2	5	14	7	41
O=C(Cc1ccc(Cl)cc1)NCc1ccccc1Cl	-2.5	-2.3	6	7	-1	3	4	4	8
Cc1ccc(F)c(NC(=S)Nc2cccc3ccccc23)c1	-0.1	-1.4	0	-19	-1	3	11	-16	-5
CN(CC(=O)Nc1ccc(N2CCOCC2)cc1)C(=O)CC(c1ccccc1)c1ccccc1	-3.0	-4.5	4	-6	-7	1	-2	5	-8
Cc1cccc(C)c1NC(=O)COC(=O)C1C2CC3OC(=O)C1C3C2 (stereo unspecified)	-1.6	-1.7	2	-2	-1	4	17	-4	19
CC(=O)Nc1cccc(OCCCNC(=O)c2cccc3ccccc23)c1	0.8	1.0	-3	4	·	6	15	-2	33
COc1ccc(C2CC(=O)C(C=NCCN3CCN(C(C)=O)CC3)=C(O)C2)cc1 (stereo unspecified)	-2.5	-0.4	3	-10	2	-5	-10	-8	0
CCOc1ccccc1N(CC(=O)NCC1CCCO1)C(=O)CCC(=O)Nc1ccccn1 (stereo unspecified)	-2.0	-1.6	-4	-2	6	·	9	-7	-4
C/C(=N\NC(=O)c1nnn(-c2nonc2N)c1CN1CCOCC1)c1ccc(CC(C)C)cc1	-1.3	-0.8	4	5	4	3	9	7	7
CCN(CC)c1ccc(NC(=O)c2ccc(Br)o2)c(C)c1	-3.0	-1.6	4	14	4	0	-7	8	28
CC1=C(C(N)=O)C(c2ccncc2)n2nc(-c3ccccc3Cl)nc2N1 (stereo unspecified)	-1.9	-3.8	3	-2	5	5	16	-11	-3
O=[N+]([O-])c1ccc2cn(-c3ccccc3)nc2c1	-1.5	-3.0	-10	0	3	3	45	-10	-11
C=CCn1c(SCC(=O)NCc2ccco2)nnc1-c1ccc2ccccc2n1	1.1	-2.3	6	-1	3	-3	-4	-14	-36
COc1ccc(Cn2nnnc2C(c2ccncc2)N2CCOCC2)cc1 (stereo unspecified)	-3.7	-3.3	-5	2	0	-3	-4	9	2
COc1ccc(-c2cc(C(F)(F)F)n3nc(C(=O)NCc4ccco4)c(Cl)c3n2)cc1	-0.3	-0.3	-23	-9	9	7	18	2	22
COc1ccc(-c2noc(CSc3nnc(Cc4ccccc4)n3-c3cccc(C)c3)n2)cc1OC	-1.7	-3.1	-4	0	1	-1	22	-1	4

An excerpt from above in order of formula weight, largest number first:
SMILES	IMP-1 inhibitor	VIM-2 inhibitor	pCIP destab	M18AAP inhibitor	IDE cell activ	IDE cell inh	NALP1 yeast inh	GPR7 antag	PHOSPHO1 block
COc1ccc(-c2noc(CSc3nnc(Cc4ccccc4)n3-c3cccc(C)c3)n2)cc1OC	-1.7	-3.1	-4	0	1	-1	22	-1	4
C/C(=N\NC(=O)c1nnn(-c2nonc2N)c1CN1CCOCC1)c1ccc(CC(C)C)cc1	-1.3	-0.8	4	5	4	3	9	7	7
CN(CC(=O)Nc1ccc(N2CCOCC2)cc1)C(=O)CC(c1ccccc1)c1ccccc1	-3.0	-4.5	4	-6	-7	1	-2	5	-8
CCOc1ccccc1N(CC(=O)NCC1CCCO1)C(=O)CCC(=O)Nc1ccccn1 (stereo unspecified)	-2.0	-1.6	-4	-2	6	·	9	-7	-4
COc1ccc(-c2cc(C(F)(F)F)n3nc(C(=O)NCc4ccco4)c(Cl)c3n2)cc1	-0.3	-0.3	-23	-9	9	7	18	2	22
COc1ccc(C2CC(=O)C(C=NCCN3CCN(C(C)=O)CC3)=C(O)C2)cc1 (stereo unspecified)	-2.5	-0.4	3	-10	2	-5	-10	-8	0
CC1=C(C(N)=O)C(c2ccncc2)n2nc(-c3ccccc3Cl)nc2N1 (stereo unspecified)	-1.9	-3.8	3	-2	5	5	16	-11	-3
COc1ccc(Cn2nnnc2C(c2ccncc2)N2CCOCC2)cc1 (stereo unspecified)	-3.7	-3.3	-5	2	0	-3	-4	9	2
CC(=O)Nc1cccc(OCCCNC(=O)c2cccc3ccccc23)c1	0.8	1.0	-3	4	·	6	15	-2	33
CCN(CC)c1ccc(NC(=O)c2ccc(Br)o2)c(C)c1	-3.0	-1.6	4	14	4	0	-7	8	28
Cc1cccc(C)c1NC(=O)COC(=O)C1C2CC3OC(=O)C1C3C2 (stereo unspecified)	-1.6	-1.7	2	-2	-1	4	17	-4	19

(list continues)
SMILES	IMP-1 inhibitor	VIM-2 inhibitor	pCIP destab	M18AAP inhibitor	IDE cell activ	IDE cell inh	NALP1 yeast inh	GPR7 antag	PHOSPHO1 block
Cc1ccccc1Nc1nc(N)nc(CN2C(=O)NC3(CCCCC3C)C2=O)n1 (stereo unspecified)	-4.0	-2.6	-2	-4	6	-1	3	4	-1
COc1ccc(Cl)cc1CNCCCSc1ncccn1	-0.8	-0.8	-6	-11	5	·	8	-10	41
Nc1ccc(S(=O)(=O)NC(=O)c2ccccc2)cc1	-2.8	-2.3	6	-7	2	-3	12	-11	-16
Nc1cc(Cl)ccc1C(=O)OCC(=O)N1CCCC1	-2.4	-3.3	6	0	0	6	-17	-8	23
COC(=O)[C@H](CCSC)NC(=O)Nc1cc(C)ccc1C	-3.9	-2.2	-2	0	-3	6	34	-21	11
CCN(C(=O)CSc1nncn1-c1ccccc1)c1c(N)n(Cc2ccccc2)c(=O)[nH]c1=O	-2.2	-1.5	9	2	2	0	·	2	7
CCOC(=O)c1cc(-c2csc(N/N=C/c3ccccc3Cl)n2)on1	-0.9	-0.1	12	-4	4	-2	-2	7	2
COCCN1CN=C(NS(=O)(=O)c2ccc(C)cc2)NC1	-2.0	-2.1	0	-1	0	-2	14	-21	33
CCOc1ccc(CNC(=O)CCS(=O)(=O)c2ccc3c(c2)oc(=O)n3C)cc1	0.4	-1.5	3	-6	5	3	18	11	44
COc1ccc(NC(=O)C2CCN(S(=O)(=O)c3cccc4cccnc34)CC2)cc1	-4.7	-2.7	-4	-4	-2	3	22	-8	30

Screening data: PubChem, several laboratories
